S3 lipid droplet: qHTS Assay for Lipid Storage Modulators in Drosophila S3 Cells | Drosophila S3 cells, BODIPY lipid droplet fluorescence, 18-24 h; cells fed with added oleic acid | Potency in µM for hits, for the others lipid storage change, negative = inhibition, % at the top dose, mostly 46.1 µM | actives 0.64% (n = 320,000); active = well fitted inhibition curve with a large enough effect in the signal ratio, with a control signal flat, not every such curve was filed as active; inconclusive = small, poorly fitted or top-dose-only effect, or effect the other way, or a change in a side signal; the % refers to the signal ratio
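Drosophila S3 cells loaded with oleic acid (400 uM, as added) and compounds at several concentrations; lipid droplets imaged by 488-nm laser-scanning cytometry, 500–530 nm intensity and object ratio to cell channel. Percent activity normalized to 20 uM Triacsin C.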
S3 lipid droplet cell count max: further read-out of S3 lipid droplet, marked with its call; cell number change, %; measured here: cell count max response;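 cells counted by Cell Tracker Red CMTPX staining in the red channel; peak over a dose series mostly up to 46.1 µM; percent activity relative to internal control wells on each plate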
The depositor's hits bear a star; i = inactive; u = inconclusive; x = not tested or not shown. % is scaled to controls: 0 for no effect and ±100 for the full control effect; potency is read from the fitted curve at half-maximal effect. Some of the compounds tested, so the mix of outcomes need not match the whole.

Under each structure – S3 lipid droplet, S3 lipid droplet cell count max
O=C(CN1CCCC1)Nc1ccc(Cl)cc1C(F)(F)F
 : 4%, 20
CC(=O)N1c2ccccc2Sc2ccccc21
 : u, x
COc1cccc(/C=N/NC(=S)NC2CC3CC2C2C=CCC32)c1O (stereo not given)
 : -4%, 1
CCOC(=O)c1nnsc1NC(=O)Nc1ccc(OC)cc1
 : u, x
O=C(c1nnsc1S(=O)c1ccc(Cl)cc1)N1CCOCC1 (stereo not given)
 : u, x
Cc1nn2c(-c3ccc(Cl)cc3Cl)nnc2s1
 : 8%, -11
COc1ccc(/C=C2\CN(Cc3ccccc3)C/C(=C\c3ccc(OC)cc3OC)C2=O)c(OC)c1
 : -4%, x
CN1CCN(S(=O)(=O)c2ccc(C#N)cc2)C(c2ccccc2)C1 (stereo not given)
 : 8%, 1
COc1cccc(CC2(CO)CCN(Cc3ccc(NC(C)=O)cc3)CC2)c1
 : -17%, -12
O=C(Cn1cc(/C=N/NC(=O)c2cccc3ccccc23)c2ccccc21)Nc1ccc(F)cc1
 : i, 15
CC(Cc1ccccc1)C(=O)N(C)Cc1cccnc1 (stereo not given)
 : 3%, -8
c1cncc(-c2nc(N3CCOCC3)c3ccccc3n2)c1
 : i, 3
CN(C)c1nn(C(=O)Nc2ccc(Cl)cc2Cl)cc1-c1ccccc1
 : u, x
Cc1ccc(NC(=O)CNc2cccc(S(=O)(=O)N3CCOCC3)c2)cc1F
 : u, x
Cc1nc(SCc2ccccc2)[nH]c(=O)c1CC(=O)OCC(C)C
 : u, x
COc1ccc(Cl)cc1NC(=O)CN1CCc2ccccc21
 : 13%, 10
Cc1ccc(C)c(NC(=S)NCCCN2CCOCC2)c1
 : u, x
O=C(/C=C/c1ccco1)NC(=S)Nc1ccccc1O
 : u, x
O=C(OCc1nnc(-c2cccs2)o1)C1=NN(c2ccccc2)C(=O)CC1
 : 6%, -23
Cc1ccc(S(=O)(=O)N(C)CC(=O)O/N=C(\N)c2ccccn2)cc1
 : -14%, -21
NC(=O)NC(=O)CN1c2cccc3cccc(c23)S1(=O)=O
 : u, x
O=c1c2c(nc3n1CCCCC3)-c1ccccc1CC21CCCCC1
 : -5%, -17
COc1cc(CN2CC(C)CC(C)C2)cc([N+](=O)[O-])c1O (stereo not given)
 : 0%, -1
Cc1onc(C(=O)Nc2ccc(OC(F)(F)F)cc2)c1[N+](=O)[O-]
 : u, x
CCOc1ccccc1NC(=O)N1CCC(c2nc3ccccc3[nH]2)CC1
 : u, x
CS(=O)(=O)CCC(C(=O)OCc1ccc(Br)cc1)N1C(=O)c2ccccc2C1=O (stereo not given)
 : -3%, -3
O=C(O)CCCC(=O)N1N=C(c2ccco2)CC1c1ccco1 (stereo not given)
 : u, x
O=C(CN(C(=O)c1csnn1)c1ccccc1Cl)NCCc1ccccc1
 : u, x
C=CCn1c(CNC(=O)c2ccccc2F)nnc1SCC(=O)NC(C)c1ccccc1 (stereo not given)
 : 9%, 1
Cc1ccc(S(=O)(=O)N2CCC(C(=O)Nc3ccc4c(c3)COC4=O)CC2)cc1
 : u, x

Further results:
Under each structure – S3 lipid droplet, S3 lipid droplet cell count max
COc1ccc(C(=O)Nc2nc(-c3ccc([N+](=O)[O-])cc3)c(-c3ccc(OC)cc3)s2)cc1
 : -6%, 7
Cc1ccc(OCC(=O)N2c3ccccc3NC(=O)C2(C)C)c([N+](=O)[O-])n1
 : 3%, 22
Cc1cccc(C(=O)NCC2CCCO2)c1 (stereo not given)
 : 6%, 9
CC(C)(C)C(=O)Cn1c[n+](N)cn1
 : u, x
CCOC(=O)c1sc(/N=C/c2ccc(O)cc2O)cc1C
 : u, x
COC(=O)C1CCCCN1C(=O)CCc1nnc(CCc2c[nH]c3ccccc23)o1 (stereo not given)
 : 4%, x
CCc1nc2ccccc2n1CC1CC1(Cl)Cl (stereo not given)
 : -2%, 8
O=C(Nc1nnc(-c2ccc3c(c2)CCCC3)o1)c1ccccc1Cl
 : u, x
Cc1ccc(C)c(N2CN(Cc3cccnc3)CNC2=S)c1
 : 3%, -7
c1ccc(-n2nnc(-c3cccnc3)n2)cc1
 : u, x
CC(O)CNc1nc2ccccc2n1CC(=O)NCCc1ccc(Cl)cc1 (stereo not given)
 : u, x
CC(=O)c1cccc(NC(=O)N2CCC(NC(=O)C34CC5CC(CC(C5)C3)C4)CC2)c1
 : 3%, 27
Cc1ccc2nc3c(cc2c1)c(C)nn3-c1ccccc1
 : u, x
O=C(NNC(=O)c1cc(-c2ccco2)nc2ccccc12)c1ccccc1
 : 11%, 0
Cc1[nH]nc2c1C(c1ccc3c(c1)OCO3)C(C#N)=C(N)O2 (stereo not given)
 : u, x
CC(C)n1cc(/C=C/c2cc[n+](C)cc2)c2ccccc21
 : u, x
O=C(/C=C/c1ccc(F)cc1)N1CCN(S(=O)(=O)/C=C/c2ccccc2)CC1
 : u, x
O=C(NC1CC2CCC(C1)N2Cc1ccccc1)c1ccccc1Cl (stereo not given)
 : u, x
CCn1c(COc2ccccc2C(N)=O)nc2ccccc21
 : -2%, -13
COc1ccc(-n2c(-c3ccc(Cl)cc3)c[n+]3c2CCc2ccccc2-3)cc1
 : u, x
O=c1[nH]nc(Cc2ccc(-c3ccccc3Cl)o2)c2ccccc12
 : u, x
CC1CC(C)CN(C(=O)COC(=O)c2c[nH]c3ccccc23)C1 (stereo not given)
 : 0.92µM*, -17*
CCOc1ccc(Nc2nc(N)c([N+](=O)[O-])c(N3CCOCC3)n2)cc1
 : -19%, -3
O=C(OC1CCc2ccccc2C1=O)c1ccccc1O (stereo not given)
 : i, x
COc1ccc(NC(=O)C2CCN(S(=O)(=O)c3cccnc3)CC2)cc1Cl
 : 21%, -1
O=C(c1ccc2c(c1)CCN2S(=O)(=O)c1ccccc1)N1CCN(c2ccccc2F)CC1
 : -12%, x
COc1ccc(O[C@H]2C=C[C@@H](c3ccccc3)O[C@@H]2CO/N=C(\C)CCC(=O)OC[C@H]2O[C@H](c3ccccc3)C=C[C@@H]2Oc2ccc(OC)cc2)cc1
 : 16%, -7
CCC1(C)CC(=O)N(c2ccc(F)c(Cl)c2)C(=O)C1
 : u, x
CN(NC(=O)Nc1ccccc1)c1cnn(C)c(=O)c1Cl
 : -6%, 15
COC(=O)c1ccc(CN(Cc2ccc(C(=O)OC)o2)C(C)(C)C)o1
 : -15%, -1

Remaining list, next part:
Under each structure – S3 lipid droplet, S3 lipid droplet cell count max
COc1cccc(CNC(=O)CSc2nnc3c(n2)[nH]c2ccc(F)cc23)c1
 : -100%, 26
CCOc1ccc(N2CC(C(=O)NCc3ccco3)CC2=O)cc1 (stereo not given)
 : u, x
O=C(O)c1cc(=O)[nH]c2ccc(S(=O)(=O)Nc3ccc(F)cc3)cc12
 : 5%, 10
Cc1cccc(C2Nc3ccccc3C(=O)N2c2ccccc2)n1 (stereo not given)
 : i, -16
Cn1c(C(=O)N2CCN(c3cccc(C(F)(F)F)c3)CC2)cc2sccc21
 : u, x
O=C(c1cccs1)c1no[n+]([O-])c1C(=O)c1cccs1
 : 6%, -19
CCc1nc2ccc(C(=O)NCc3ccccc3)cc2nc1CC
 : 1%, 1
O=C(CNC(=O)c1cccc(F)c1)N/N=C/c1cccnc1
 : -24%, x
O=C(Nc1cccc(NC(=O)C2CC3CCCC(C2)C3=O)n1)C1CC2CCCC(C1)C2=O (stereo not given)
 : u, x
COc1ccc(CNC(=O)[C@@H](C)NC(=O)[C@@H]2Cc3ccccc3CN2)cc1
 : u, x
C/C(=N\OCC(=O)OCC(=O)Nc1cc(S(C)(=O)=O)ccc1Cl)c1ccc2c(c1)OCO2
 : u, x
CN(C)C1=NCCN1CC1CCCCC1
 : u, x
CCCCCN1C=CC=C/C1=C\C=C(C#N)C#N
 : u, x
O=S(=O)(Nc1ccc(C(F)(F)F)cn1)c1ccccc1
 : 0%, 14
CCCN(CC1CC1)c1nc(N)c(C#N)c(CC#N)c1C#N
 : i, x
C(=N\n1cnnc1)/c1cccs1
 : u, x
COc1ccc(OC)c(-c2csc(N(C)C(=O)c3ccco3)n2)c1
 : u, x
COc1ccc(NC(=O)C2CCCN(C(=O)c3ccc(Cl)cc3)C2)cc1Cl (stereo not given)
 : 5%, -4
COC(=O)c1ccc(C2C(C(=O)c3cc4ccccc4o3)=C(O)C(=O)N2c2cc(C)on2)cc1 (stereo not given)
 : u, x
Nc1nnc(CCCCCc2nnc(N)s2)s1
 : u, x
O=C1CC(C(=O)N2CCc3ccccc32)CN1c1ccc(F)cc1 (stereo not given)
 : u, x
O=C(O)CSc1nc2ccccc2nc1Cc1ccccc1F
 : -4%, x
Clc1ccccc1-c1nc2nc3ccccc3nc2n1-c1ccc2c(c1)OCO2
 : u, x
CCCCNC(=O)COC(=O)c1c2c(nc3ccccc13)/C(=C/c1cccs1)CC2
 : u, x
O=S(N1CCCCCC1)C12CC3CC(CC(C3)C1)C2 (stereo not given)
 : -2%, -9
CC1(c2ccc3ccccc3c2)NC(=O)N(CC(=O)Nc2ncccc2O)C1=O (stereo not given)
 : 7%, -6
CC1(C)CC(=O)NC=C(c2ccccc2)C1
 : u, x
O=C(Nc1ccccc1F)c1ccccc1-c1ccccc1
 : 8%, -12
Cc1ccc(C(C(=O)NC2CCCCC2)N(C(=O)Cc2c[nH]c3ccccc23)c2ccccc2C)o1 (stereo not given)
 : u, x
COc1ccc(CC(=O)Nc2cccc(S(=O)(=O)N3CCOCC3)c2)cc1OC
 : 23µM*, -21*

(more compounds)
canonical_smiles	S3 lipid droplet	S3 lipid droplet cell count max
CC(C)Nc1nc(NC(C)C)nc(OCCOC(=O)Nc2ccccc2)n1	u	x
CCOc1ccc2cc(C#N)c(SCC(=O)OC)nc2c1	u	x
O=C(CCCOc1ccc(Cl)cc1Cl)N/N=C/c1ccccc1	u	x
O=C(NCc1ccco1)c1ccc2c(c1)C(=O)c1ccccc1-2	u	x
CC(=O)c1ccc(N2CCN(C(=O)CCCn3c(=O)[nH]c4ccccc4c3=O)CC2)cc1	u	x
CC(C)[C@H]1C=C(C(=O)O)O[C@@H](OCCCCO)C1	0%	13
COc1ccc(F)cc1S(=O)(=O)n1nc(C)cc1C	u	x
O=S(=O)(c1cnc[nH]1)N1CCN(C(c2ccc(F)cc2)c2ccc(F)cc2)CC1	u	x

The list continues.
canonical_smiles	S3 lipid droplet	S3 lipid droplet cell count max
Cc1cccc(C)c1-n1ncc(C(=O)NC2CCCC2)c1C1CCNCC1	u	x
COCc1cccc(NC(=O)CCc2ccccc2)c1	u	x
CN(C)c1nc(=NCc2ccco2)ss1	u	x
COc1cccc(/C=N/NC(=O)c2c(C)nc3ccc(Br)cn23)c1	18%	-1
COC(=O)c1cc(C#N)c(OC(C)C)nc1C	3%	1
C[C@H](NC(=O)c1nc[nH]c1C(=O)N1CCN(c2ccccc2)CC1)C(=O)OCc1ccccc1	u	x
Cc1ccc(C(=O)O/N=C(\N)Cc2cccs2)c(Cl)c1	-1%	-7
CCCCOC(=O)C1CCCC(C)N1 (stereo not given)	u	x

Whole records as entered above:
Cc1cccc(C)c1-n1ncc(C(=O)NC2CCCC2)c1C1CCNCC1 in the list: S3 lipid droplet = u; S3 lipid droplet cell count max = x
CCCCOC(=O)C1CCCC(C)N1 (stereo not given) in the list: S3 lipid droplet = u; S3 lipid droplet cell count max = x

(cont.)
canonical_smiles	S3 lipid droplet	S3 lipid droplet cell count max
COc1ccc(N2CC(C)Cn3c2nc2c3c(=O)n(Cc3ccc(C)cc3)c(=O)n2C)c(OC)c1 (stereo not given)	-2%	13
Cc1cccc(C)c1NC(=O)CSCC(=O)O	u	x
O=C(Nc1cc(C(F)(F)F)ccc1N1CCOCC1)c1cccnc1	u	x
Cc1cc(OC(=O)c2cc(C(F)(F)F)cc(C(F)(F)F)c2)c([N+](=O)[O-])c(=O)[nH]1	u	x
COc1ccccc1Nc1nc2c(C)cccc2cc1C#N	u	x
COCC(C)Nc1nc(C)c(C(C)=O)s1 (stereo not given)	-1%	1
CC1Nc2ncnc(N3CCc4ccccc4C3)c2N(Cc2ccc(Cl)cc2)C1=O (stereo not given)	u	x
C(=N/Nc1nccs1)/c1cccnc1	4%	18

The listing continues.
canonical_smiles	S3 lipid droplet	S3 lipid droplet cell count max
COc1cccc(OC)c1NC(=O)Cn1nc(C)c2ccccc2c1=O	-4%	6
CCc1cc(=O)oc2c3c(cc(OCC(=O)N[C@H](C(=O)O)[C@H](C)CC)c12)OC(C)(C)CC3	u	x
CCN(Cc1ccncc1)C(=O)C1CCN(S(=O)(=O)c2cccs2)CC1	i	-14
CCc1ccc(NC(=O)CSc2nc3ccccc3c(=O)n2CCN2CCOCC2)cc1	u	x
CCOc1cc(/C=N/n2cnnc2)ccc1OCC(=O)Nc1ccccc1OC	u	x
COc1ccc(CCC(=O)N2CCCSC2=Nc2ccc(C(C)=O)cc2)cc1	-5%	-23
CC1CCCN(CCCCOc2cccc(Br)c2)C1 (stereo not given)	u	x
Cc1cccc(NS(=O)(=O)c2cc(OCC(N)=O)c(C)cc2Cl)c1	-3%	-11
CCC(c1nnnn1Cc1ccc(OC)cc1)N1CCN(C(=O)c2ccco2)CC1 (stereo not given)	i	2
O=C(Nc1ccccc1N1CCCC1)c1ccc2ccccc2c1	u	x

Nothing new here: an excerpt of the list.
canonical_smiles	S3 lipid droplet	S3 lipid droplet cell count max
COc1cccc(OC)c1NC(=O)Cn1nc(C)c2ccccc2c1=O	-4%	6
CCc1cc(=O)oc2c3c(cc(OCC(=O)N[C@H](C(=O)O)[C@H](C)CC)c12)OC(C)(C)CC3	u	x
CCN(Cc1ccncc1)C(=O)C1CCN(S(=O)(=O)c2cccs2)CC1	i	-14

Screens (PubChem BioAssay)
